# FH mod: Identification of activators of human fumarate hydratase by quantitative high-throughput screening. FH coupled MDH/diaphorase resazurin fluorescence, 15 min. 54,000 tested, 0.22% active. Fumarate hydratase, mitochondrial (Homo sapiens), P07954. AID 1347055, 2019. Potency, µM (titrated, usually from 79.9 µM), without a hit: at the highest dose activity change, negative = inhibition, hits mostly inhibitors; also: the screen sought activators but most active calls are inhibition curves; nearly all actives have a fitted effect of over 45% in size
# Target sequence (P07954 whole entry, looked up): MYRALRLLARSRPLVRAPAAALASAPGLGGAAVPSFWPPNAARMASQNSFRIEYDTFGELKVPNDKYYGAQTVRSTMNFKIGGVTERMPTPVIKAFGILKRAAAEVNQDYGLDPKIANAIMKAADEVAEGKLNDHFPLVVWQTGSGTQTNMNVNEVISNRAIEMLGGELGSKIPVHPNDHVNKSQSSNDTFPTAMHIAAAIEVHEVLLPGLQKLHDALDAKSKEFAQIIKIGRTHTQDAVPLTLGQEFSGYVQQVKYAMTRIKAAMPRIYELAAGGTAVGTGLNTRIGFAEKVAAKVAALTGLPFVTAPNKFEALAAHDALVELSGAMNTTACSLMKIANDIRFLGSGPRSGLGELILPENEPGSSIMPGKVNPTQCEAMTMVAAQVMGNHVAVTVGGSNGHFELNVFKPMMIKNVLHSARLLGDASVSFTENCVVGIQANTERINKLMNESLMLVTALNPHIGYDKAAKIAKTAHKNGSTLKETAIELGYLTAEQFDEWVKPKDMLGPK
# NTMT1 inh: blocks human N-terminal methyltransferase 1 activity; 59,000 tested, 2.5% active; NTMT1 MTase-Glo SAH luminescence, purified enzyme; Potency, µM (top dose mostly 114 µM), inactives show at the top dose activity change, negative = inhibition, usual class: inhibitors;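 also: plate controls were DMSO vehicle for no effect and no enzyme for full effect; nearly all actives have a fitted effect of over 65% in size; many of its hits are not listed in these tables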
# Target sequence (Q9BV86 whole entry, looked up): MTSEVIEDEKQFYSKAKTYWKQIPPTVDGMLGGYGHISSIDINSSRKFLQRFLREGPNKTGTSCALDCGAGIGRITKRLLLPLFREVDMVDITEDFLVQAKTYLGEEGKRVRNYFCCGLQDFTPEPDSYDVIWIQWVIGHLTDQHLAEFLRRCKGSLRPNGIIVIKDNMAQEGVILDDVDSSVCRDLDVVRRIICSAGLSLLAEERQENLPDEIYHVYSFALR
# An asterisk follows results filed as active; u = inconclusive; & = joins results of further samples; [ ] = remark or other dose. Calls follow the shape of the dose curve; as a rule, active = well fitted curve in the direction sought with a large enough effect; inconclusive = small, poorly fitted or top-dose-only effect, or another doubt; inactive = no such curve, though single readings can be large; an effect the other way counts as inactive or inconclusive. Unless noted, % is scaled to controls: 0 for no effect and ±100 for the full control effect; potency is read from the fitted curve at half-maximal effect. Some of the compounds tested; count on the stated rates, not on these rows.
cpd | Compound | FH mod | NTMT1 inh
1 | COC(=O)C1=CO[C@@H](O[C@@H]2O[C@H](CO)[C@@H](O)[C@H](O)[C@H]2O)[C@@H]2[C@@H](C)[C@@H](O)C(O)[C@H]12 (stereo partly specified) | 10.6%[53.3 µM] | -3.0%[29.8 µM]
2 | O=C(c1ccc(F)cc1)N1CCC[C@H](c2nc(-c3ccc(F)cc3)no2)C1 | 0.0%[53.3 µM] | -11.3%
3 | C[C@@H]1O[C@@H](O[C@H]2[C@H](O)[C@@H](O[C@@H]3O[C@H](CO)[C@H](O)[C@H](O)[C@H]3O)[C@H](O[C@H]3CC[C@@]4(C)C(CC[C@]5(C)C4CC=C4[C@@H]6CC(C)(C)CC[C@]6(C(=O)O[C@@H]6O[C@H](CO)[C@@H](O)[C@H](O)[C@H]6O)CC[C@]45C)C3(C)C)O[C@@H]2C(=O)O)[C@H](O)[C@H](O)[C@H]1O (stereo partly specified) | -0.1%[20.6 µM] | 13.1%[12.6 µM]
4 | CC1(C)SCCN(S(=O)(=O)c2ccc(OCC#CCO)cc2)[C@@H]1C(=O)NO | 1.8%[53.3 µM] | -13.7%[57.5 µM]
5 | COc1cc(NC(=O)Nc2cccc(CNC(=O)O[C@H]3CCOC3)c2)ccc1-c1cnco1 | 0.0% | 14.7%[57.5 µM]
6 | CCCc1c2oc(C(=O)O)cc(=O)c2cc2c(=O)cc(C(=O)O)n(CC)c12 | -8.4%[53.3 µM] | 12.4%[57.5 µM]
7 | CNS(=O)(=O)Cc1ccc2[nH]cc(CCN(C)C)c2c1 | 4.3%&5.0%[53.3 µM] | u
8 | Cc1cc(N2CCOCC2)cc2[nH]c(-c3c(NC[C@@H](O)c4cccc(Cl)c4)cc[nH]c3=O)nc12 | u | u
9 | C=C(C(=O)O)[C@@H]1CC[C@H](C)[C@@H]2CC(=O)C(C)=C2C1 | 0.0% | 13.2%[57.5 µM]
10 | CC(=O)CC1CCC(C(C)C(=O)OCC(O)CO)O1 (stereo unspecified) | -1.4% | 1.7%[57.5 µM]
11 | CC(C)n1cc(-c2ccc(Oc3ccccc3)cc2)c2c(N)ncnc21 | u | u
12 | CNC(=O)[C@H]1O[C@@H](n2cnc3c(NCc4ccc(N)c(I)c4)ncnc32)[C@H](O)[C@@H]1O | 25.7%[13.5 µM] | -27.7%[12.6 µM]
13 | C=C1CC2C(C)(CCC(=O)O)C(C(C)(C)O)CCC2(C)C2C(=O)OC(C)(C(=O)OC)C(=O)C12C (stereo unspecified) | -12.4%[53.3 µM] | -3.4%[29.8 µM]
14 | CO[C@H]1O[C@@H]2O[C@@]3(C)CCC4[C@H](C)CCC([C@H]1C)[C@]42OO3 (stereo partly specified) | 3.0% | 3.2%[57.5 µM]
15 | CCCCC(F)(F)[C@@]1(O)CC[C@H]2[C@H](CC(=O)[C@@H]2CCCCCCC(=O)O)O1 | -2.2% | 15.1%&-13.2%[57.5 µM]
16 | CC(NCCc1ccc(O)cc1)C(O)c1ccc(O)cc1 (stereo unspecified) | -1.8%[53.3 µM] | 2.2%
17 | N#Cc1ccc(NC(=O)Nc2ccccc2Br)c2n[nH]nc12 | 0.1%[53.3 µM] | -19.1%
18 | CC(CCC1(O)OC2CC3C4CC=C5CC(O[C@@H]6O[C@H](CO)[C@@H](O[C@@H]7O[C@@H](C)[C@H](O)[C@@H](O)[C@H]7O)[C@H](O)[C@H]6O[C@@H]6O[C@@H](C)[C@H](O)[C@@H](O)[C@H]6O)CCC5(C)C4CCC3(C)C2C1C)CO[C@@H]1O[C@H](CO)[C@@H](O)[C@H](O)[C@H]1O (stereo partly specified) | 4.5%[20.6 µM] | 8.2%[12.6 µM]
19 | CCOC(=O)c1ncn2c1CN(C)C(=O)c1cc(F)ccc1-2 | -24.1%&-8.0%&5.6%[53.3 µM] | 1.5%
20 | Cc1cc2nc3c(=O)[nH]c(=O)nc-3n(C[C@H](O)[C@H](O)[C@H](O)CO)c2cc1C | 1.8%[20.6 µM] | 12.2%[29.8 µM]
21 | CC(=O)C=C=C1C(C)(C)CC(O)CC1(C)O[C@@H]1O[C@H](CO[C@H]2OC[C@](O)(CO)[C@H]2O)[C@@H](O)[C@H](O)[C@H]1O (stereo partly specified) | -25.2%[53.3 µM] | -7.1%[29.8 µM]
22 | COc1ccc(CNC(=O)Nc2ncc([N+](=O)[O-])s2)cc1 | u | -9.3%[57.5 µM]
23 | C=C(C)C(=O)OC1CC2(C)OC(=CC2=O)C(=C)CC2OC(=O)C(=C)C12 (stereo unspecified) | -9.9%[53.3 µM] | -1.8%[29.8 µM]
24 | Nc1ncnc2c1c(-c1ccc(Cl)cc1)nn2-c1cccc(-c2cnnn2Cc2cccc(-c3ccccc3)c2)c1 | 0.3% | 7.2%[57.5 µM]
25 | CC(C)(O)c1ccc2c(c1)C(O)C[C@H]1[C@](C)(C(=O)O)CCC[C@]21C (stereo partly specified) | -1.4%[53.3 µM] | -8.4%[29.8 µM]
26 | Cc1c(O)cccc1C(=O)N[C@@H](CSc1ccccc1)[C@H](O)CN1C[C@H]2CCCC[C@H]2C[C@H]1C(=O)NC(C)(C)C | -7.2%&-4.9%[53.3 µM] | 15.5%[57.5 µM]
27 | COC1=CC(=O)O/C1=C(/OC)[C@@H]1O[C@H]1c1ccccc1 | -0.9% | 11.0%[57.5 µM]
28 | OCCN1C[C@H](O)[C@@H](O)[C@H](O)[C@H]1CO | 1.4%[53.3 µM] | -0.5%
29 | C[C@@H](OC(=O)/C=C/c1ccc(O)cc1)C1=C[C@]2(C=C[C@@H]3C(C(=O)O)=CO[C@@H](O[C@@H]4O[C@H](CO[C@@H]5O[C@H](CO)[C@@H](O)[C@H](O)[C@H]5O)[C@@H](O)[C@H](O)[C@H]4O)[C@@H]32)OC1=O | 4.5%[20.6 µM] | -4.5%[12.6 µM]
30 | CO[C@H]1/C=C\O[C@@]2(C)Oc3c(C)c(O)c4c(O)c(c(/C=N\N5CCN(C6CCCC6)CC5)c(O)c4c3C2=O)NC(=O)/C(C)=C\C=C/[C@H](C)[C@H](O)[C@@H](C)[C@@H](O)[C@@H](C)[C@H](OC(C)=O)[C@@H]1C | -15.9%[53.3 µM] | -3.9%[57.5 µM]

# Looked up by compound from the list above (4):
cpd | Compound | FH mod | NTMT1 inh
4 | CC1(C)SCCN(S(=O)(=O)c2ccc(OCC#CCO)cc2)[C@@H]1C(=O)NO | 1.8%[53.3 µM] | -13.7%[57.5 µM]
6 | CCCc1c2oc(C(=O)O)cc(=O)c2cc2c(=O)cc(C(=O)O)n(CC)c12 | -8.4%[53.3 µM] | 12.4%[57.5 µM]
27 | COC1=CC(=O)O/C1=C(/OC)[C@@H]1O[C@H]1c1ccccc1 | -0.9% | 11.0%[57.5 µM]
10 | CC(=O)CC1CCC(C(C)C(=O)OCC(O)CO)O1 (stereo unspecified) | -1.4% | 1.7%[57.5 µM]

# Remaining list, next part
cpd | Compound | FH mod | NTMT1 inh
31 | Cc1ccccc1NC(=O)Nc1ccc(CN2C(=O)N([C@@H](CC(C)C)C(=O)N[C@@H](CC(=O)O)c3ccccc3)C(=O)C2(C)C)cc1 | 0.5% | -3.2%[57.5 µM]
32 | CC(C)=CCC[C@](C)(O[C@@H]1O[C@H](CO[C@@H]2OC[C@@H](O)[C@H](O)[C@H]2O)[C@@H](O)[C@H](O)[C@H]1O)[C@H]1CC[C@]2(C)[C@@H]1[C@H](O)C[C@@H]1[C@@]3(C)CC[C@H](O[C@@H]4O[C@H](CO)[C@@H](O)[C@H](O)[C@H]4O[C@@H]4O[C@H](CO)[C@@H](O)[C@H](O)[C@H]4O)C(C)(C)[C@@H]3CC[C@]12C | 2.7%[53.3 µM] | 35.4%[activator][29.8 µM]
33 | CC(=O)NO | -2.4%[53.3 µM] | 26.4%
34 | Cc1c(Cl)cccc1Nc1ccccc1C(=O)O | -8.5%[53.3 µM] | u
35 | O=c1[nH]c(=O)n([C@H]2C[C@H](O)[C@@H](CO)O2)cc1I | 5.0%[53.3 µM] | 2.6%
36 | C=C[C@H]1[C@H](O[C@@H]2O[C@H](CO)[C@@H](O)[C@H](OC(=O)/C=C/c3ccc(O)c(OC)c3)[C@H]2O)OC=C2C(=O)OCC[C@]21O | -1.0%[53.3 µM] | -0.6%[29.8 µM]
37 | Cc1[nH]c(/C=C2\C(=O)Nc3ccc(S(=O)(=O)N(C)c4cccc(Cl)c4)cc32)c(C)c1C(=O)N1CCN(C)CC1 | -11.3% | -14.9%
38 | CC(O)C(O)/C=C/C=C/C(=O)O[C@@H]1C=C(C(=O)O)[C@](O)(CO)[C@@]2(C)CCCC(C)(C)[C@H]12 (stereo partly specified) | 9.9%[53.3 µM] | 3.8%[29.8 µM]
39 | CC(C)=CCC[C@](C)(O[C@@H]1O[C@H](CO[C@@H]2OC[C@@H](O)[C@H](O)[C@H]2O)[C@@H](O)[C@H](O)[C@H]1O)[C@H]1CC[C@]2(C)[C@@H]1[C@H](O)C[C@@H]1[C@@]3(C)CC[C@H](O[C@@H]4O[C@H](CO)[C@@H](O)[C@H](O)[C@H]4O)C(C)(C)[C@@H]3CC[C@]12C | -4.4%[53.3 µM] | -6.4%[29.8 µM]
40 | COc1cc(NC(=O)c2cccc(-n3cc(NC(=O)Nc4cccc(C)c4)cn3)c2)cc(OC)c1OC | 4.3% | 3.3%[57.5 µM]
41 | COCCCc1sc(-c2ccccc2)nc1C(=O)Nc1ccccc1-c1nc2cc(CN3CCCC3)cnc2s1 | -16.3%[53.3 µM] | 1.0%[29.8 µM]
42 | Cn1cnc(=N)c2[nH]cnc21 | -0.8%[53.3 µM] | -7.2%[228 µM]
43 | COc1cc(OC)c(C(=O)CCCN2CCCC2)c(OC)c1 | -21.7%&-2.0%[53.3 µM] | 4.9%
44 | CC1(C=O)CC[C@]2(C(=O)O[C@@H]3O[C@H](CO)[C@@H](O)[C@H](O)[C@H]3O)CC[C@]3(C)C(=CCC4[C@@]5(C)C[C@H](O)[C@H](O[C@@H]6OC[C@@H](O)[C@H](O)[C@H]6O)[C@@](C)(CO)C5CC[C@]43C)C2C1 (stereo partly specified) | -14.0%[20.6 µM] | 11.1%[12.6 µM]
45 | C/C=C\NC(=O)C1NC(=O)C(CC(N)=O)NC(=O)C(NC(=O)C(=O)C(C)CC)Cc2ccc(O)c(c2)-c2cccc3c2NC(=O)C3(O)C1O (stereo unspecified) | -5.7%[20.6 µM] | 1.7%[12.6 µM]
46 | COC(=O)C1=COC(O[C@@H]2O[C@H](COC(=O)/C=C/c3ccc(O)cc3)[C@@H](O)[C@H](O)[C@H]2O)C2C(CO)=CCC12 (stereo partly specified) | -0.6%[53.3 µM] | -7.5%[29.8 µM]
47 | C=C1C(=O)O[C@@H]2C/C(C)=C\C(=O)/C=C(\C)[C@@H](OC(=O)/C(C)=C\C)[C@H](O)[C@@H]12 | -2.9%[53.3 µM] | -8.2%[29.8 µM]
48 | CC(=O)N[C@@H]1[C@H](O[C@@H]2c3ccc(c(Cl)c3)Oc3cc4cc(c3O[C@H]3O[C@H](CO)[C@@H](O)[C@H](O)[C@H]3NC(=O)CCCCCCCC(C)C)Oc3ccc(cc3Cl)C[C@H]3NC(=O)[C@H](N)c5ccc(O)c(c5)Oc5cc(O)cc(c5)[C@H](NC3=O)C(=O)N[C@H]4C(=O)N[C@H]3C(=O)N[C@@H]2C(=O)N[C@@H](C(=O)O)c2cc(O)cc(O[C@H]4O[C@H](CO)[C@@H](O)[C@H](O)[C@H]4O)c2-c2cc3ccc2O)O[C@H](CO)[C@@H](O)[C@@H]1O | 6.0%[53.3 µM] | -13.6%[57.5 µM]
49 | CC(N)C12CC3CC(CC(C3)C1)C2 (stereo unspecified) | 0.5%&5.8%[53.3 µM] | u
50 | CC1(C(=O)O)CCCC2(C)C3CCC4CC3(CCC12)CC4C(=O)O (stereo unspecified) | 7.2%[53.3 µM] | -2.8%[29.8 µM]
51 | COc1cc2c(NC3CCN(C(C)C)CC3)nc(C3CCCCC3)nc2cc1OCCCN1CCCC1 | -16.5% | u
52 | C/C=C/C=C/C=C/C(=O)OC1C=C2C(O)OC(=O)[C@]2(O)[C@@]2(C)CCCC(C)(C)[C@H]12 (stereo partly specified) | 1.1%[53.3 µM] | 0.5%[29.8 µM]
53 | C=CC(C)(O)CC/C=C(\C)C1CC=C(C)C(=O)O1 (stereo unspecified) | -6.5% | -5.1%[57.5 µM]
54 | CC[C@H](CC#N)OC(=O)N[C@@H](C)c1cccc(NC(=O)Nc2ccc(-c3cnco3)c(OC)c2)c1 | -6.3% | 3.4%
55 | NC(=O)c1ccc2[nH]ccc2c1 | 3.2%&-2.0%[53.3 µM] | -7.2%
56 | CC[C@@H]1[C@H]2CCCCN3C(=O)C[C@H]([C@@H]4[C@H]1OC(=O)[C@H]4C)[C@@H]23 | 3.4% | 5.6%[57.5 µM]
57 | O=C1CCCC2=C1C1(CCCC1)N=C(Nc1nc3ccccc3o1)N2 | 4.9% | 7.7%&11.0%
58 | O=C(/C=C/c1ccc(O)cc1)OCC1OC(O)C(OC2OC(CO)C(O)C(O)C2O)C(O)C1O (stereo unspecified) | 1.3%[53.3 µM] | -5.2%[29.8 µM]
59 | O=C(OCc1ccccc1)c1ccccc1 | -8.3%[53.3 µM] | -7.4%[57.5 µM]
60 | NC(=O)NS(=O)(=O)c1ccc(Cl)cc1 | -4.6%[53.3 µM] | 29.0%[57.5 µM]
61 | C[C@]1(OC(=O)/C=C/c2ccc(O)cc2)C[C@@H](O)[C@]2(O)C=CO[C@@H](O[C@@H]3O[C@H](CO)[C@@H](O)[C@H](O)[C@H]3O)C12 (stereo partly specified) | 3.4%[53.3 µM] | 15.0%[29.8 µM]
62 | Cc1ccc(F)cc1S(=O)(=O)N[C@@H]1CCN(Cc2ccc(OC(C)C)cc2)C1 | -0.1% | u

# High-throughput results as filed in PubChem.
